Screening data: PubChem BioAssay, National Center for Advancing Translational Sciences (NCATS)
B2AR arrestin: agonists driving beta-arrestin recruitment to human beta2-adrenergic receptor; Potency, µM (series often up to 46.1 µM), inactives show top-dose activation, actives largely listed as activators; beta-arrestin recruitment to beta2AR, cell-based reporter; 330,000 tested, 0.02% active; AID 492947; P07550;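 further: potency means the concentration at half of the fitted maximal effect; 0% = DMSO controls and full agonism = EC100 isoproterenol or metaproterenol; nearly all actives have a fitted effect of over 65% in size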
Target sequence (P07550 whole entry, looked up): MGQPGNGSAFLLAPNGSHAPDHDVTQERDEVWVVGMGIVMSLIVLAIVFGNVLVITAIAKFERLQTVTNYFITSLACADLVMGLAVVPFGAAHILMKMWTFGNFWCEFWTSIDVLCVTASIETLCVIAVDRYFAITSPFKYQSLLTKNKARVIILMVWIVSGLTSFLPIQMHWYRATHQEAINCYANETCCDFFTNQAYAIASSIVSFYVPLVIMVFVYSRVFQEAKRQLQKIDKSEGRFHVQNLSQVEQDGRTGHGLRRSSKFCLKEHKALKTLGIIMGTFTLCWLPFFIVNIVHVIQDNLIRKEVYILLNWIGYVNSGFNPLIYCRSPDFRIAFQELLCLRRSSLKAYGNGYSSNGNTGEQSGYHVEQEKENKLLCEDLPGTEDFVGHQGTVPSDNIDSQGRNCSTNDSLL
TSG101-PTAP inh: blocks PTAP/TSG101 interaction to inhibit HIV-1 budding; Potency, µM (titrated, usually from 115 µM), without a hit: at the top dose activity change, negative = inhibition, most hits filed as inhibitors; Q99816; 340,000 tested, under 10 active; Fluorescence polarization, FITC-PTAP peptide / Tsg101 binding; active means well fitted inhibition curve with a large enough effect in the main read-out, with a control signal flat, not every such curve was filed as active; inconclusive means small, poorly fitted or top-dose-only effect, or effect the other way, or a change in a side signal; inactive means no such curve, though single readings can be large or run the other way; further: potency means the concentration at half of the fitted maximal effect; % of control where 0% means no effect
Target sequence (Q99816 whole entry, looked up): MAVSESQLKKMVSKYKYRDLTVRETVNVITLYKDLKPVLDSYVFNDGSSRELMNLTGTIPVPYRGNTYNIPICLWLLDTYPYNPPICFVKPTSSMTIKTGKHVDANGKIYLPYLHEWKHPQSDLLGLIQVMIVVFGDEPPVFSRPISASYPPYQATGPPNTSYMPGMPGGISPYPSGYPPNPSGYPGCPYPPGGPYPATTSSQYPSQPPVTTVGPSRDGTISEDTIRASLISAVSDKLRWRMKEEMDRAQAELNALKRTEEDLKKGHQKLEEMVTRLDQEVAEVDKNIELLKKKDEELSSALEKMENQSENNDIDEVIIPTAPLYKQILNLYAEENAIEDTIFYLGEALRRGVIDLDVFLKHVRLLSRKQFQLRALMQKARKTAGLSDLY
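Fluorescence anisotropy tracks displacement of a FITC-tagged PTAP peptide (50 nM) from the Tsg101 binding domain (10 uM), following a 20 min room-temperature incubation at pH 7.5.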
USP2a inh: USP2a (human) protease inhibition; 330,000 tested, 0.01% active; Potency, µM (top dose mostly 38.3 µM), without a hit: at the top dose activity change, negative = inhibition, usual class: inhibitors; O75604; USP2 core, Ub-CHOP2 coupled fluorogenic reporter, 485/531; AID 463254;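 further: potency means the concentration at half of the fitted maximal effect; plate controls were DMSO wells for no effect and full inhibition by NEM control for full effect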
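Deubiquitinase activity read as fluorescence (485/531 nm) after Ub-CHOP2 cleavage activates the enterokinase reporter on its substrate; USP2 core 10nM, Ub-CHOP2 and substrate 25nM each, 30min compound preincubation then 60min RT; data normalized to NEM, curves fitted.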
ELG1 genotox: induces genotoxicity in HEK293T cells with luciferase-tagged ELG1; HEK293T ELG1-luciferase reporter, luminescence, 16 h; 330,000 tested, 1.3% active; AID 504466; Potency, µM (doses to about 46 µM), for inactives: at the highest dose activity change, positive = activation, most hits filed as activators; further: potency means the concentration at half of the fitted maximal effect; % of control where 0% means no effect; nearly all actives have a fitted effect of over 60% in size
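Step 1: seed 2,000 HEK293T ELG1-luciferase cells per well. Step 2: add compound or DMSO, incubate 16 hr at 37 °C. Step 3: ONE-Glo, 30 min at room temperature, read luminescence.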
uPA generation: cell surface uPA generation inhibition | Potency, µM (highest dose often 38.3 µM), for inactives: at the highest dose activity change, negative = inhibition, actives largely listed as inhibitors | 330,000 tested, 0.31% active | cell surface uPA generation assay, qHTS | AID 540303; active means well fitted inhibition curve with a large enough effect; inconclusive means small, poorly fitted or top-dose-only effect; inactive means no such curve, though single readings can be large or run the other way; tested in mouse RAW 264.7 cells; further: potency means the concentration at half of the fitted maximal effect; on the % scale 0 is the no-effect control and ±100 the full control effect; nearly all actives have a fitted effect of over 55% in size
Integrin act MD: activates integrin-mediated alleviation for muscular dystrophy; alpha7betagal myoblasts, beta-gal FDG fluorescence, 48 h; Potency, µM (highest dose often 38.3 µM), without a hit: top-dose activation, actives largely listed as activators; 350,000 tested, 0.064% active;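 further: potency means the concentration at half of the fitted maximal effect; 100% = response of the positive control SU9516; nearly all actives have a fitted effect of over 60% in size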
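alpha7betagal+/- myoblasts (passage 13, 250/well) treated 48 h at 37C with compounds at 1:260 dilution of DMSO stock. Lysed, then beta-galactosidase activity read as FDG fluorescence (ex 480/em 540) after 30 min, with pre-read for autofluorescence.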
ASM inhibitor: inhibitors of human secretory acid sphingomyelinase | P17405 | placental ASM, HMU-PC fluorogenic substrate, 60 min | Potency, µM (doses to about 57.5 µM), without a hit: top-dose activity change, negative = inhibition, actives largely listed as inhibitors | 340,000 tested, 0.006% active | AID 504937; further: potency means the concentration at half of the fitted maximal effect
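qHTS format. ASM enzyme prepared from human placenta hydrolyses the fluorogenic substrate HMU-PC0 (9 uM final) over 60 min at 37 °C after a 10 min compound preincubation.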
Eya2 inh: inhibitors of human Eya2 phosphatase activity; O00167; recombinant Eya2, OMFP fluorescence dephosphorylation (OMFP is methylfluorescein phosphate); Potency, µM (doses to about 76.9 µM), without a hit: top-dose activity, negative = inhibition, hits mostly inhibitors; 330,000 tested, 0.006% active; AID 488837; further: potency means the concentration at half of the fitted maximal effect; on the % scale 0 is the no-effect control and ±100 the full control effect
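Eya2 (0.2 uM) preincubated 10 min at ambient with compound, then OMFP substrate added at 50 uM; 10 min reaction in 50 mM HEPES pH 7.5, 50 mM NaCl, 5 uM MgCl2, 0.05% BSA, 1 mM DTT. Fluorescence read at Ex 485/Em 525 nm.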
p53 reactivation: mutant p53 re-activation in reporter cells; 320,000 tested, 0.063% active; AID 504706; H1299 p53-A138V BP100-luciferase reporter, luminescence, 24 h; Potency, µM (highest dose often 92.2 µM), for the others: at the top dose activity change, positive = activation, usual class: activators; further: potency means the concentration at half of the fitted maximal effect; % of control where 0% means no effect; nearly all actives have a fitted effect of over 45% in size
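p53-null H1299 cells stably carrying temperature-sensitive p53-A138V and a BP100-luciferase reporter were pinned with compounds (4-point, 1:5 series) and held 24 hrs at 37 deg C. Luminescence was read 10 min after detection reagent.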
TRPV1 ag: human TRPV1 agonism; Q8NER1; TRPV1-expressing cells, Fluo-8 calcium influx, agonist mode; activation, % at 8.33 µM; 320,000 tested, 0.19% active; in the data active means activation above about 80%; inconclusive means between about 30% and that limit; further: 0% is about no effect
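Fluo-8 calcium influx in TRPV1-expressing cells, kinetic read (ex 480/em 520 nm). Compound added and read 3 min for agonist activity, followed by capsaicin at EC20 final and 2 min further read for enhancement.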
BRCA1 expr act: activators of BRCA1 expression | MCF7-BRCA1-FFLuc reporter, luminescence, 48 h; response scale: scaled: vehicle 0%, 10 µM genistein 100% | Potency, µM (doses to about 46.1 µM), inactives show at the highest dose activation, usual class: activators | 380,000 tested, 1.1% active | AID 624202; further: potency means the concentration at half of the fitted maximal effect; nearly all actives have a fitted effect of over 80% in size; some results filed as inactive show a strong effect at the top dose
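First, MCF7-BRCA1-FFLuc cells (2000/well) attach for 2 h; next, compounds are pin-added and incubated 48 h at 37 °C; finally, luciferase reagent is added and luminescence read after 15 min.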
Numbers without * were called inactive; u = inconclusive; x = not tested or not shown. Unless noted, the call rests on the fitted dose curve; in most records, active means well fitted curve in the direction sought with a large enough effect; inconclusive means small, poorly fitted or top-dose-only effect, or another doubt; inactive means no such curve, though single readings can be large; an effect the other way counts as inactive or inconclusive. Random draw from the library; about 2.6% have a hit in one of these screens.

SMILES	B2AR arrestin	TSG101-PTAP inh	USP2a inh	ELG1 genotox	uPA generation	Integrin act MD	ASM inhibitor	Eya2 inh	p53 reactivation	TRPV1 ag	BRCA1 expr act
COc1ccc(NC(=O)c2cccnc2Nc2ccc(OC)cc2)cc1	-0.9%	-1%	1%	-2%	-1%	-8%	-29%	0%	-13%	6	12%
Cc1cc(N2CCC(C(=O)Nc3ccc(F)cc3)CC2)nc(-c2ccccc2)n1	-0.2%	-1%	-6%	0%	2%	-20%	-4%	-13%	0%	u	-34%
COc1ccccc1OCCNc1cc(N2CCCCC2)ccc1[N+](=O)[O-]	-0.5%	2%	2%	-3%	0%	-32%	-12%	-1%	5%	12	-25%
CC1CC(C)CN(S(=O)(=O)c2ccc(C(=O)N3CC(C)OC(C)C3)cc2)C1 (stereo not drawn)	0.1%	x	1%	-2%	17%	-1%	2%	-6%	24%	3	-11%
O=C(CSc1ccccc1)Nc1cccc(S(=O)(=O)N2CCCCC2)c1	0.1%	0%	3%	-2%	0%	-34%	-1%	-8%	3%	21	1%
CCCC(=O)NC(=S)Nc1c(C)cc(Br)cc1C	x	-3%	x	x	4%	-6%	-2%	x	x	x	55%
Cc1cccc(C(=O)Nc2nnc(S(=O)(=O)N3CCC(C)CC3)s2)c1	-1.6%	-4%	0%	-4%	0%	u	4%	12%	1%	2	-10%
O=[N+]([O-])c1ccc(-c2nnc(-c3ccccc3)c(N3CCOCC3)n2)cc1	0.0%	-3%	-2%	-2%	8%	14%	-3%	2%	12%	4	7%
S=C(NCc1ccccc1)NNc1nc2ccccc2[nH]1	0.5%	1%	-1%	-9%	5%	-4%	-4%	15%	4%	3	-28%
CCC(=O)N1CCc2cc(S(=O)(=O)CCC(=O)Nc3ccc(F)c(F)c3)ccc21	0.0%	-3%	-1%	1%	2%	6%	2%	-5%	-1%	-5	9%
Cc1nnc(NC(=O)Cc2cccs2)s1	-0.8%	0%	3%	-1%	16%	-5%	2%	-14%	-3%	0	1%
Cc1cccc(NC(=O)COC(=O)c2ccccn2)c1	-0.4%	-2%	0%	3%	-2%	-22%	0%	3%	5%	1	35%
Cc1cc(C)nc(NC(=O)/C=C/c2ccc3c(c2)OCO3)c1	-0.8%	-6%	-2%	u	-7%	17%	11%	-1%	u	u	99%
O=C(c1cccc(S(=O)(=O)N2CCOCC2)c1)N(Cc1nnc(-c2ccccc2Cl)o1)C1CC1	-0.4%	-3%	1%	0%	-5%	-16%	-1%	-15%	-5%	-1	17%
CCOn1c(=O)c(-c2ccc(Cl)cc2)[n+]([O-])c2ccccc21	0.1%	-11%	0%	3%	-1%	-20%	16%	-10%	4%	2	-60%
C=Cc1ccc(CN2CCCN(Cc3ccc(F)cc3)S2(=O)=O)cc1	0.3%	1%	2%	0%	2%	23%	-2%	-20%	0%	16	-3%
O=C(CSCc1c(Cl)cccc1Cl)Nc1ccccc1C(=O)N1CCOCC1	-0.1%	1%	1%	-2%	2%	7%	3%	5%	-2%	0	-17%
O=C(CSc1nnc(CN2CCOCC2)n1-c1ccc(Cl)cc1)Nc1cc(Cl)ccc1O	x	-6%	x	x	0%	-2%	-5%	x	x	-4	-39%
COC(CNS(=O)(=O)c1ccc(Cl)cc1)c1ccccc1 (stereo not drawn)	-0.3%	-8%	3%	1%	8%	20%	-1%	-6%	-4%	1	22%
CCN(CC)c1ccc(C=Nc2cc(C)cc(C)c2)c(O)c1	-1.0%	-2%	3%	1%	3%	15%	10%	0%	18%	25	-25%
Cc1ccccc1NS(=O)(=O)c1ccc2c(c1)NC(=O)CO2	0.1%	-2%	-2%	4%	2%	0%	3%	11%	2%	14	-6%
Cc1sc2ncnc(N3CCC(C(=O)Nc4nnc(CC(C)C)s4)CC3)c2c1C	0.0%	2%	-6%	0%	-2%	-8%	-4%	6%	-5%	1	-40%
CC(C)(C)c1ccc(C(=O)CCC(=O)NCc2ccccc2)cc1	0.3%	-3%	-5%	2%	u	-42%	-1%	-9%	3%	u	-35%
O=C(Nc1cccc(C(=O)N2CCN(Cc3ccccc3)CC2)c1)c1ccccc1	-0.2%	-8%	-6%	-13%	4%	2%	3%	1%	-5%	-4	-5%
CSCc1c(C(=O)NC2CCCc3ccccc32)oc2ccccc12 (stereo not drawn)	0.6%	-6%	1%	-6%	-5%	-16%	-7%	-4%	0%	26	-14%
COc1ccc(NC(=O)CN2C(=O)CSc3ncccc32)cc1	0.0%	-1%	1%	5%	9%	17%	3%	0%	x	5	39%
NC(=O)c1cc2n(n1)C(C(F)(F)F)CC(c1ccco1)N2 (stereo not drawn)	-0.1%	-1%	5%	2%	0%	-15%	2%	-6%	-4%	2	-1%
CCc1ccc(CN2CCC(n3nccc3NC(=O)c3ccc4c(c3)OCO4)CC2)cc1	0.0%	-3%	1%	-7%	-3%	-35%	x	-1%	26%	0	-19%
Nc1cc(-c2ccccc2)nn1Cc1ccccc1	-0.1%	1%	-1%	0%	5%	-10%	-5%	14%	5%	2	31%
O=C(NCCS(=O)(=O)NCc1ccc(Cl)cc1)c1ccccc1	-0.4%	1%	-1%	2%	3%	-9%	0%	3%	4%	5	11%
COc1cc(OC)cc(C(=O)N[C@H](C(=O)Nc2ccc(F)cc2F)C(C)C)c1	-0.6%	-1%	2%	2%	-1%	0%	2%	4%	7%	16	-1%
O=C1C[C@@H]2c3c(cccc3CN1Cc1ccccc1Cl)C[C@@H](O)[C@H]2O	x	1%	x	x	4%	2%	0%	x	x	x	0%
Cc1ccc(S(=O)(=O)Nc2ccc(C(=O)NCc3ccccn3)cc2)cc1	0.1%	-3%	0%	-3%	-1%	-41%	x	-8%	-12%	1	0%
Cc1ccc(NC(=S)N2CCCC2)cc1C	-0.2%	-5%	1%	19%	2%	-28%	5%	-4%	27%	3	62%
CCOC(=O)CSC(C)C(=O)Nc1nnc(C(C)C)s1 (stereo not drawn)	-0.3%	0%	3%	4%	1%	4%	1%	-2%	12%	1	6%
Cc1ccc(C)c(NC(=S)NNC(=O)c2csc(C(C)C)c2)c1	-0.6%	-4%	-5%	-1%	5%	-5%	-1%	-23%	26%	-2	-8%
COCCNC(=O)c1ccc(Cl)c(Cl)c1	-0.2%	-1%	-1%	0%	x	13%	1%	-15%	2%	6	9%
C=CCn1c(SCC(=O)Nc2cccc3ccccc23)nnc1-c1cnccn1	-1.1%	-2%	0%	-1%	-4%	7%	-1%	-20%	-13%	-3	6%
Cc1ccc(C2C(C(=O)c3cc4ccccc4o3)=C(O)C(=O)N2CCN2CCOCC2)cc1 (stereo not drawn)	-0.6%	-4%	2%	0%	-28%	-25%	0%	-4%	9%	3	-4%
CC(=O)N/C(=C/c1ccc2c(c1)OCO2)C(=O)NCC(=O)O	-0.2%	-2%	0%	2%	16%	4%	4%	7%	6%	-2	0%
CCOc1ccc(-n2c(Cc3cc(=O)[nH]c(=O)[nH]3)nnc2SC(C)C(=O)OC)cc1 (stereo not drawn)	0.5%	x	0%	2%	x	x	x	16%	-1%	x	x
CN(C)c1cccc2c1c(NC(=O)Nc1ccc(F)cc1F)nn2C	0.0%	-5%	0%	-1%	11%	17%	-2%	-12%	-1%	30	-8%
CCN(CC)S(=O)(=O)c1ccc(NS(=O)(=O)c2ccc(O)c([N+](=O)[O-])c2)cc1	0.3%	-3%	0%	0%	5%	3%	6%	0%	-7%	1	-1%
CC(C)N(Cc1ccccc1)C(=O)COC(=O)c1ccc(S(=O)(=O)N2CCOCC2)cc1	-0.8%	1%	0%	-1%	-1%	-22%	-1%	9%	4%	x	-6%
O=C1C=C(NNC(=O)c2cccnc2)CC(c2ccco2)C1 (stereo not drawn)	-0.1%	-1%	u	12%	-3%	7%	7%	7%	2%	-1	-4%
COc1ccc(S(=O)(=O)N(CC(=O)N/N=C/c2ccccc2C(=O)O)c2ccccc2OC)cc1	-0.3%	-2%	2%	-2%	-2%	u	3%	0%	-5%	0	5%
CC(C)(C)OC1NS(=O)(=O)OCC1NCOC(Cl)(Cl)Cl (stereo not drawn)	-0.4%	-1%	4%	15%	-15%	8%	0%	0%	x	-4	-7%
CCN(Cc1ccccc1)C(=O)CN1C(=S)NC(C)(C)CC1C (stereo not drawn)	-0.4%	-12%	5%	2%	4%	8%	x	0%	x	2	10%
Cc1ccc(-n2cc(C(C)(C)C)[nH]c2=S)cc1	2.8%	-2%	0%	0%	-2%	-28%	1%	-2%	u	-1	50%
